# Bcl-B displacement – displacers of TR3 peptide from Bcl-B, primary screen, selectivity assay for Bfl-1 inhibitor project, biochemical, fluorescence polarization; FP displacement of FITC-TR3 peptide from Bcl-B; higher % means a stronger effect; 96,000 compounds, 0.11% hits; displacement, % at 20 µM, or IC50 in µM where a hit was titrated;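 active means displacement above 50% at 20 µM plus a fluorescence interference ratio under 1.5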;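 further: plate controls were wells without compound for no effect and wells lacking Bcl-B protein for full effect; a part of the inactive calls stands beside numbers as strong as those of hits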
# NFkB transloc pot – enhances IL-1B driven NFkB nuclear translocation. HUVEC IL-1B NFkB p65 nuclear translocation imaging. activation, % at 2 µM. 94,000 compounds, 0.3% hits. AID 819;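 active means activation above 40%, about the mean plus 3 SD, also judged a hit on visual image review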;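 further: percent activation is computed from the nuclear over cytoplasmic p65 intensity ratio; values of inactives mirror those of a sister screen read the other way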
# MRP resist rev – compounds reversing MRP-mediated drug resistance | H69AR cells + 2 uM doxorubicin, CellTiter-Glo, 72 h | differential viability (reversal), % at 10 µM | 85,000 compounds, 0.04% hits;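 active means viability drop by adding the cancer drug above about 55%, with treated viability meeting a 40% cutoff, limit read from the data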;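 further: viability without doxorubicin minus viability with 2 µM doxorubicin for each compound; larger differential means the compound sensitizes cells more to doxorubicin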
# NFkB transloc inh – blocks IL-1B driven NFkB nuclear translocation in HUVEC cells; HUVEC IL-1B NFkB p65 nuclear translocation imaging; inhibition, % at 2 µM; 94,000 compounds, 0.43% hits; AID 796;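 active means inhibition above about 30% together with a positive call from visual inspection of the well image, limit read from the data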;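 further: nuclear over cytoplasmic p65 intensity ratio measured by imaging; 0% = IL-1B stimulated DMSO wells and 100% = unstimulated DMSO wells; values of inactives mirror those of a sister screen read the other way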
# PLAP inhibition – PLAP enzyme inhibitors, biochemical, luminescence, HTS (AID 690); purified PLAP, luminescent substrate; higher % means a stronger effect; one-dose inhibition, % at 20 µM; IC50 in µM for titrated hits; 96,000 compounds, 0.08% hits; in the data active means a potency from the dose series; inactive means the rest, 99 in 100 with inhibition below about 30%; further: strong numbers were not always called active
# MRP resist rev cytotoxicity – further read-out of MRP resist rev, marked with its call; viability, %; H69AR cells, CellTiter-Glo, 72 h; measured here: cytotoxicity without doxorubicin
# MRP resist rev with doxorubicin – second read-out of MRP resist rev, no call of its own (marks repeat the call); viability, %; measured here: viability with 2 uM doxorubicin; stronger effect = lower value
# NFkB transloc inh cell count 2 µM – also measured in NFkB transloc inh; calls as there; cell count; measured here: cells passing quality filter;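 raw number of nuclei counted in each imaged well without normalization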
# NFkB transloc pot cell count 2 µM – also measured in NFkB transloc pot; calls as there; cell count; measured here: cells passing quality filter
# * hit, by the source's call; . = not tested or not shown. Not all compounds are listed; rates above refer to the full screens.
SMILES,Bcl-B displacement,NFkB transloc pot,NFkB transloc pot cell count 2 µM,MRP resist rev,MRP resist rev cytotoxicity,MRP resist rev with doxorubicin,NFkB transloc inh,NFkB transloc inh cell count 2 µM,PLAP inhibition
O=C(CSc1nc2c(cnn2-c2ccc(F)cc2)c(=O)[nH]1)N1CCOCC1,8%,-4,135,-13,80,93,4,135,1%
O=C(NC1CCCCC1)c1nc2c(nnn2Cc2ccccc2Cl)c(=O)[nH]1,.,-7,105,2,87,85,7,105,.
O=C1C(=O)N(c2cccc(Cl)c2)C(c2ccccc2[N+](=O)[O-])/C1=C(\O)c1ccccc1 (stereo not drawn),0%,5,141,.,.,.,-5,141,-12%
O=C(NCCc1ccccc1)C1CCN(C(=O)c2sccc2-n2cccc2)CC1,2%,.,.,15,87,71,.,.,-9%
COc1ccc(OC)c(S(=O)(=O)N(C)CC(=O)Nc2ccc3c(c2)OCCO3)c1,-6%,9,139,5,91,86,-9,139,3%
O=C(Nc1ccccc1F)NC1CCN(Cc2nnnn2Cc2ccc(F)cc2)CC1,1%,2,184,-3,81,84,-2,184,-9%
O=C(CSc1nccn1-c1cccc(Cl)c1)Nc1ccc2c(c1)OCCO2,7%,-10,147,15,94,79,10,147,20%
N#Cc1c(N)sc(=S)c2c1CCCCC2,8%,11,150,9,89,80,-11,150,-6%
Cc1coc(C)c1C(=O)CC1(O)C(=O)Nc2cc(Cl)cc(Cl)c21 (stereo not drawn),-21%,-1,122,-9,98,107,1,122,-60%
CCOC(=O)c1c(C)oc2ccc(OCc3cc(C(=O)OC)oc3C)cc12,6%,3,167,-2,86,88,-3,167,-78%
COc1cc(NC(=O)c2cc(OC)c(OC)c(OC)c2)c(OC)cc1NC(=O)CN1CCCCC1,-2%,28,158,-12,62,74,-28,158,-49%
O=C(CSc1nnc2scc(-c3ccccc3)n12)Nc1nsc(-c2ccc(Cl)cc2)n1,.,9,166,.,.,.,-8,166,.
Cn1c(=O)n(C)c2cc(C(=O)O)ccc21,5%,6,191,4,101,97,-6,191,19%
CCCC[n+]1ccn(-c2nc3ccccc3nc2[N-]S(=O)(=O)c2ccc(C)cc2)c1,32%,12,57,12,105,93,-12,57,-57%
C=CCN1C(c2ccccc2)=CS/C1=C(\C#N)c1nnc2n1CCCCC2,9%,.,.,-3,76,79,.,.,-65%
Cc1ccccc1NC(=O)c1cc(N)ccc1N1CCCCC1,1%,21,152,-19,82,100,-21,152,-25%
CC(C)C(NC(=O)OCc1ccccc1)C(=O)OCC(=O)N1C(C)CCCC1C (stereo not drawn),24%,.,.,15,95,80,.,.,-19%
CC(=O)Nc1ccc(-n2c(C)nc(=O)c(-c3ccccc3)c2C)cc1,-8%,.,.,-8,102,109,.,.,-33%
COc1ccc(CCNC(=O)C2CC(=O)N(C3CCCC3)C2)cc1OC (stereo not drawn),60%,-7,161,4,100,96,7,161,-45%
CC1CCC(C(C)C)C(OC(=O)COC(=O)c2cccn2C)C1 (stereo not drawn),-1%,-15,201,20,88,67,14,201,-16%
CCOC(=O)CC(=O)CSc1nc(N)c(C#N)c(-c2ccc(Cl)cc2)c1C#N,-34%,8,127,-2,86,89,-8,127,-62%
FC(F)(F)c1cc(-c2ccc(Cl)cc2)nc2ncnn12,-1%,-17,128,-14,72,86,16,128,18%
CCOC(=O)N1CCN(C(=O)COc2ccc(S(=O)(=O)NC(C)C)cc2)CC1,1%,.,.,2,84,82,.,.,-22%
Cc1nc(C2CC(=O)OC23CCCCC3)cs1 (stereo not drawn),13%,16,126,-12,89,101,-16,126,-15%
Cc1csc(N/N=C/c2ccc(O)c([N+](=O)[O-])c2)n1,.,7,195,25,88,63,-8,195,22%
CC(C)CC(OC(=O)c1cccs1)C(=O)NCC1CCCO1 (stereo not drawn),-8%,-5,102,-19,68,88,5,102,-8%
CC1(C)CC(=O)C2=C(C1)N(C1CCCCC1)C(=O)C2(O)C(F)(F)F (stereo not drawn),-15%,6,110,-2,90,92,-6,110,6%
Cc1ccc(NC(=O)C2CCN(C(=O)NC3CCCCC3)CC2)cc1,.,-3,95,12,92,80,3,95,.
C/C(=C\c1cc(C(=O)O)c(C)o1)CO,-4%,17,126,3,91,88,-17,126,13%
Cc1ncc(C[n+]2csc(CCOC(=O)CC3C4CC5CC(C4)CC3C5)c2C)c(N)n1 (stereo not drawn),14%,-5,74,.,.,.,5,74,-34%
COc1c(Cl)ccc(Cl)c1C(=O)OCC(=O)O,-12%,.,.,-3,105,108,.,.,8%
CSc1nc2ccc(NC(=O)CSc3nnc(N)s3)cc2s1,-10%,13,179,.,.,.,-13,179,-20%
Cc1ccc(C2=[N+]([O-])C3(CCCCC/C3=N\NC(N)=O)N(O)C2(C)C)o1 (stereo not drawn),6%,13,172,-2,94,96,-12,172,0%
O=C(CCn1c(=O)sc2ccccc21)NCc1ccc2c(c1)OCO2,.,8,60,.,.,.,-8,60,.
CCOC(=O)c1oc2ccc(Br)cc2c1NC(=O)CN1CCN(C)CC1,2%,3,178,-6,51,58,-3,178,-71%
Cc1ccc(SCC(=O)Nc2ccccc2C(=O)O)cc1,-5%,6,200,9,97,88,-6,200,-9%

# Brought forward from above: 2 compounds, then new ones.
SMILES,Bcl-B displacement,NFkB transloc pot,NFkB transloc pot cell count 2 µM,MRP resist rev,MRP resist rev cytotoxicity,MRP resist rev with doxorubicin,NFkB transloc inh,NFkB transloc inh cell count 2 µM,PLAP inhibition
CCOC(=O)c1oc2ccc(Br)cc2c1NC(=O)CN1CCN(C)CC1,2%,3,178,-6,51,58,-3,178,-71%
Cc1ccc(SCC(=O)Nc2ccccc2C(=O)O)cc1,-5%,6,200,9,97,88,-6,200,-9%
O=C1N=C(N2CCOCC2)SC1=C1CCCCC1,6%,.,.,19,89,70,.,.,5%
COc1cc(/C=N/NC(N)=O)cc(Br)c1OCc1ccccc1C,0%,-6,106,.,.,.,6,106,-3%
O=C(c1noc2c1CCc1ccccc1-2)N1CCCc2ccccc21,5%,1,141,14,90,76,-1,141,8%
Cc1cc(COc2ccccc2OCc2cc(C)no2)on1,-2%,23,137,-19,91,110,-23,137,-13%
CCOC(=O)N1CCN(c2ccc(C(=O)c3ccccc3)cc2F)CC1,-2%,-7,189,-30,52,82,7,189,-61%
Cc1c(C(=O)OC2CCCCC2)sc2nc[nH]c(=O)c12,1%,-6,89,-12,72,84,6,89,4%
CC1(c2ccccc2)NC(=O)N(CCOc2ccccc2)C1=O (stereo not drawn),8%,.,.,-20,94,114,.,.,3%
CCSC1(SCC)N=C(N)C2(C#N)C(c3ccccc3)NC(C)=C(C)C12C#N (stereo not drawn),-5%,2,172,.,.,.,-2,172,16%
O=c1cc(N2CCOCC2)[nH]c(=O)n1-c1ccc(Br)cc1,-5%,-5,165,-7,97,103,5,165,-2%
O=C(O)CCC(=O)N1CCC(C(=O)c2cccc(Cl)c2)CC1,3%,5,127,10,100,90,-6,127,-7%
O=C(Nc1ccccc1)c1ccccc1CC[N+](=O)[O-],-4%,6,139,.,.,.,-6,139,16%
Cc1ccc(-c2nnn(CC(=O)N(c3ccccc3)C(C(=O)NCC3CCCO3)c3ccc(Cl)cc3)n2)cc1 (stereo not drawn),-1%,4,136,.,.,.,-4,136,-5%
CC(=O)OCc1cc2cccc(C)c2[nH]c1=O,11%,-2,77,2,91,89,2,77,20%
COc1ccc(Cl)cc1NC(=O)CS(=O)(=O)c1cccc2nsnc12,-8%,-7,113,.,.,.,6,113,2%
COc1ccc(C(=O)N2CCC(C(=O)Nc3ccccc3OC)CC2)cc1,2%,18,118,10,95,85,-18,118,-40%
COc1ccc(-c2cc(C(=O)Nc3cc(C)n(Cc4ccc(Cl)cc4)n3)no2)cc1OC,-20%,-10,112,-15,14,30,10,112,-7%
CCOC(=O)c1[nH]c(C)c(C(=O)NCC2CCCO2)c1C (stereo not drawn),-9%,11,145,12,99,87,-11,145,-21%
CCC(CC)n1[nH]c(=O)c2c(C)cc(C)nc21,-1%,5,182,8,95,87,-5,182,2%
O=C(/C=C/c1ccccc1)c1cc(Br)ccc(=O)c1O,-237%,-5,195,.,.,.,5,195,-19%
COc1ccc(S(=O)(=O)N2CCC(C(=O)NCCc3ccccc3)CC2)cc1OC,0%,0,41,17,104,87,0,41,19%

# Among those listed so far, 15 contain four or more nitrogen atoms:
SMILES,Bcl-B displacement,NFkB transloc pot,NFkB transloc pot cell count 2 µM,MRP resist rev,MRP resist rev cytotoxicity,MRP resist rev with doxorubicin,NFkB transloc inh,NFkB transloc inh cell count 2 µM,PLAP inhibition
O=C(CSc1nc2c(cnn2-c2ccc(F)cc2)c(=O)[nH]1)N1CCOCC1,8%,-4,135,-13,80,93,4,135,1%
O=C(NC1CCCCC1)c1nc2c(nnn2Cc2ccccc2Cl)c(=O)[nH]1,.,-7,105,2,87,85,7,105,.
O=C(Nc1ccccc1F)NC1CCN(Cc2nnnn2Cc2ccc(F)cc2)CC1,1%,2,184,-3,81,84,-2,184,-9%
O=C(CSc1nnc2scc(-c3ccccc3)n12)Nc1nsc(-c2ccc(Cl)cc2)n1,.,9,166,.,.,.,-8,166,.
CCCC[n+]1ccn(-c2nc3ccccc3nc2[N-]S(=O)(=O)c2ccc(C)cc2)c1,32%,12,57,12,105,93,-12,57,-57%
C=CCN1C(c2ccccc2)=CS/C1=C(\C#N)c1nnc2n1CCCCC2,9%,.,.,-3,76,79,.,.,-65%
CCOC(=O)CC(=O)CSc1nc(N)c(C#N)c(-c2ccc(Cl)cc2)c1C#N,-34%,8,127,-2,86,89,-8,127,-62%
FC(F)(F)c1cc(-c2ccc(Cl)cc2)nc2ncnn12,-1%,-17,128,-14,72,86,16,128,18%
Cc1csc(N/N=C/c2ccc(O)c([N+](=O)[O-])c2)n1,.,7,195,25,88,63,-8,195,22%
Cc1ncc(C[n+]2csc(CCOC(=O)CC3C4CC5CC(C4)CC3C5)c2C)c(N)n1 (stereo not drawn),14%,-5,74,.,.,.,5,74,-34%
CSc1nc2ccc(NC(=O)CSc3nnc(N)s3)cc2s1,-10%,13,179,.,.,.,-13,179,-20%
Cc1ccc(C2=[N+]([O-])C3(CCCCC/C3=N\NC(N)=O)N(O)C2(C)C)o1 (stereo not drawn),6%,13,172,-2,94,96,-12,172,0%
CCSC1(SCC)N=C(N)C2(C#N)C(c3ccccc3)NC(C)=C(C)C12C#N (stereo not drawn),-5%,2,172,.,.,.,-2,172,16%
Cc1ccc(-c2nnn(CC(=O)N(c3ccccc3)C(C(=O)NCC3CCCO3)c3ccc(Cl)cc3)n2)cc1 (stereo not drawn),-1%,4,136,.,.,.,-4,136,-5%
COc1ccc(-c2cc(C(=O)Nc3cc(C)n(Cc4ccc(Cl)cc4)n3)no2)cc1OC,-20%,-10,112,-15,14,30,10,112,-7%

# Bioassay records deposited in PubChem by several laboratories.
